tuberculosis growth – growth inhibition of non-replicating M. tuberculosis (AID 488890); Mycobacterium tuberculosis non-replicating, growth inhibition; higher % means a stronger effect; inhibition, % at 25 µM; hits with a dose series show IC50 in µM; hit rate 0.39% among 320,000; in the data active means a potency from the dose series; inconclusive means inhibition mostly from about 82% at the one dose, without a potency; inactive means the rest, 99 in 100 with inhibition below about 76%;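 further: plate controls were DMSO cells for no effect and high antibiotic wells for full effect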
VEEV TC-83 Vero – inhibitors of VEEV TC-83 cytopathic effect, confirmation, Vero cells (AID 588727) | Vero cells, VEEV TC-83 cytopathic effect inhibition; higher % means a stronger effect | hit rate 0.13% among 350,000 | inhibition, % at 20 µM, or IC50 in µM where a hit was titrated; in the data active means a potency from the dose series; inconclusive means inhibition mostly from about 14% at the one dose, without a potency; inactive means the rest, 99 in 100 with inhibition below about 12%; further: strong numbers were not always called active
influenza NS1A – H1N1 influenza NS1A inhibitors, functional cell based assay (AID 504329); hit rate 0.3% among 340,000; NS1A functional cell-based assay, percent inhibition; higher % means a stronger effect; one-dose inhibition, % at 12.5 µM; IC50 in µM for titrated hits; in the data active means a potency from the dose series; inconclusive means inhibition above about 27% without an active follow-up result; further: strong numbers were not always called active
H37Rv inhibition – M. tuberculosis growth inhibition, HTS (AID 449762). M. tuberculosis H37Rv growth inhibition, 7H9 media; higher % means a stronger effect. inhibition, % at 25 µM, or IC50 in µM where a hit was titrated. hit rate 0.59% among 330,000; in the data active means a potency from the dose series; inconclusive means inhibition above about 70% without an active follow-up result;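 further: bacterial growth assessed after seven days of incubation; strong numbers were not always called active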
Salmonella PhoP GFP – Inhibition of PhoP regulon, Salmonella typhi GFP reporter cells, confirmation, 4 h (AID 1850); Salmonella Typhi PhoP-promoter GFP reporter, fluorescence, 4 h; higher % means a stronger effect; inhibition, % at 50 µM; hits with a dose series show IC50 in µM; hit rate 0.33% among 310,000; in the data active means a potency from the dose series; inconclusive means inhibition mostly from about 25% at the one dose, without a potency; inactive means the rest, 99 in 100 with inhibition below about 19%;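 further: 0% = induced wells with vehicle and 100% = uninduced wells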
VEEV TC-83 Vero 10K pilot screen – also measured in VEEV TC-83 Vero; calls as there; inhibition, %; measured here: 10K pilot screen inhibition
Starred values were filed as active, the others as inactive; i = inactive; ? = inconclusive; . = no result given.

The opening seven records, to show the layout:
SMILES | tuberculosis growth | VEEV TC-83 Vero | influenza NS1A | H37Rv inhibition | Salmonella PhoP GFP | others
Nc1cccc2c1C(=O)N(C(=O)c1ccco1)C2=O | -8% | 2.8% | 8% | 0% | -7%
CCC(Sc1nccn1C)C(=O)Nc1ccc(Cl)cn1 (configuration not stated) | -5% | 3.1% | 13% | -11% | 3% | VEEV TC-83 Vero 10K pilot screen=1.0
CCOc1ccc(NC(=O)CCC(=O)Nc2nnc(CC)s2)cc1 | 6% | 0.6% | -2% | 17% | 0%
Cc1cc(C)cc(N2C(=O)NC(=O)/C(=C/c3cccn3-c3ccc(Cl)cc3)C2=O)c1 | 23% | ? | 2% | 10% | -7%
O=C1C=C(c2ccc(F)nc2)CCC1 | -8% | i | 4% | 3% | -6%
O=C(O)c1cc(N2C(=O)C3CC=CCC3C2=O)ccc1NCc1cccnc1 (configuration not stated) | -4% | 0.7% | -1% | 5% | 6%
O=C(Cn1cnc2sc3c(c2c1=O)CCCC3)NCC(=O)Nc1ccc(F)cc1F | -9% | 2.0% | -11% | ? | 1%

This part in full, from the start:
SMILES | tuberculosis growth | VEEV TC-83 Vero | influenza NS1A | H37Rv inhibition | Salmonella PhoP GFP | others
Nc1cccc2c1C(=O)N(C(=O)c1ccco1)C2=O | -8% | 2.8% | 8% | 0% | -7%
CCC(Sc1nccn1C)C(=O)Nc1ccc(Cl)cn1 (configuration not stated) | -5% | 3.1% | 13% | -11% | 3% | VEEV TC-83 Vero 10K pilot screen=1.0
CCOc1ccc(NC(=O)CCC(=O)Nc2nnc(CC)s2)cc1 | 6% | 0.6% | -2% | 17% | 0%
Cc1cc(C)cc(N2C(=O)NC(=O)/C(=C/c3cccn3-c3ccc(Cl)cc3)C2=O)c1 | 23% | ? | 2% | 10% | -7%
O=C1C=C(c2ccc(F)nc2)CCC1 | -8% | i | 4% | 3% | -6%
O=C(O)c1cc(N2C(=O)C3CC=CCC3C2=O)ccc1NCc1cccnc1 (configuration not stated) | -4% | 0.7% | -1% | 5% | 6%
O=C(Cn1cnc2sc3c(c2c1=O)CCCC3)NCC(=O)Nc1ccc(F)cc1F | -9% | 2.0% | -11% | ? | 1%
CSCC[C@@H](C(=O)Nc1ccc2c(c1)OCCO2)N1Cc2ccccc2C1=O | . | 1.4% | 6% | -1% | -10%
Cc1[nH]c2ccccc2c1NC(=O)CN1CCN(C(=O)c2ccco2)CC1 | -3% | 1.8% | . | -3% | 1%
NC(=O)CSc1c[nH]c2ccccc12 | -1% | 0.8% | -8% | 7% | 0%
COc1cc(C2N=C(c3ccccc3)NO2)cc(Br)c1O (configuration not stated) | 10% | 12% | -12% | 1% | -5%
COc1cccc(CNC(=O)CCNS(=O)(=O)c2cccc3nonc23)c1 | 11% | 0.8% | -15% | -3% | -1%
O=c1ncn(-c2cccc(Cl)c2)c2ccccc12 | 2% | 2.7% | -1% | 0% | 2%
NC(=S)N/N=C/c1ccc(-c2ccccc2)o1 | 73% | i | -1% | 49µM* | 5%
CCC(=O)N1c2ccc(S(=O)(=O)N3CCOCC3)cc2CC1C (configuration not stated) | -2% | 0.9% | 11% | -10% | 10%
COc1ccc(C(CNC(=O)c2cccc(NS(=O)(=O)c3ccc(C)c(F)c3)c2)N(C)C)cc1 (configuration not stated) | -2% | 2.0% | 3% | -5% | 4%
Nc1ccccc1SC1CC(=O)N(Cc2ccccc2)C1=O (configuration not stated) | 19% | 0.5% | 6% | -3% | 9%
CCCn1nc(C(=O)OCC(=O)Nc2ccc(C)cc2)c2ccccc2c1=O | -5% | 13% | 5% | -4% | .
CC1(c2ccc(Cl)cc2)NC(=O)N(CC(=O)NCCC2=CCCCC2)C1=O (configuration not stated) | -4% | 1.0% | 1% | -2% | .
Fc1cc(Br)ccc1Nc1nc2ccccc2n2nnnc12 | . | 1.4% | 3% | -7% | -10%
CCOC(=O)n1c(SCC(=O)N(CC)CC)nc2ccccc21 | 12% | 2.1% | 23% | -11% | 2%
COc1cc(OC)c(OC)cc1CNC(=O)CCN1C(=O)c2cccc([N+](=O)[O-])c2C1=O | -18% | 1.6% | 8% | 5% | 13%
S=C(NCCCc1ccccc1)NC1CCCCC1 | ? | 0.4% | 1% | -11% | -6%
CC(C)c1ccc(NC(=O)CSc2nc(-c3ccccc3F)nc3nc[nH]c23)cc1 | -4% | 0.3% | -1% | -5% | -9%
CCC(=O)Nc1ccc(NC(=O)CSc2nnnn2-c2ccc3c(c2)OCCO3)cc1 | 17% | 0.1% | 1% | 3% | -3%
Additional compounds follow:
SMILES | tuberculosis growth | VEEV TC-83 Vero | influenza NS1A | H37Rv inhibition | Salmonella PhoP GFP | others
CCOC(=O)CSc1nc(C(C)C)nc2sc(C)c(C)c12 | 26% | i | -8% | ? | -6%
CC(=O)Nc1ccc(S(=O)(=O)N2CCc3c(Cl)cccc3C2)cc1 | . | i | -8% | -3% | -8%
CC1CN(S(=O)(=O)c2cccc(C(=O)OCC(=O)NCc3ccccc3)c2)CC(C)O1 (configuration not stated) | -4% | 2.1% | -8% | -2% | .
C#CCN1C(=O)C(O)(CC(=O)/C=C/C=C/c2ccccc2)c2ccccc21 (configuration not stated) | 43% | 1.8% | -3% | 4% | -12%
O=C(CO/N=C1\CCCc2nonc21)Nc1ccccc1Cl | -23% | 0.0% | -9% | -2% | 5%
O=C1C=Cc2ccccc2C1=O | 33% | . | . | 13% | -6%
NC(=O)Cn1c(=O)n(Cc2ccco2)c(=O)c2c3c(sc21)CCCCC3 | 25% | 2.5% | -1% | 2% | 2%
Cc1ccccc1OCc1nnc(SCC(=O)Nc2ccc3c(c2)OCO3)n1C | 36% | 3.7% | -1% | -12% | -8%
COc1ccc(N2C(=O)CC(N3CCC(O)(c4ccc(Br)cc4)CC3)C2=O)cc1 (configuration not stated) | 17% | 0.4% | -4% | 3% | -7%
CC(=O)N1CCN(C(=O)c2cc(-c3ccc(Cl)s3)nc3ccccc23)CC1 | 5% | 8.3% | -5% | 32% | 6%
COc1cc(NC(=O)Cn2cnc(C(=O)Nc3ccc(C)c(C)c3)n2)cc(OC)c1OC | . | 0.7% | -16% | . | .
Cc1nc(SCC(=O)Nc2ccnc3ccccc23)n[nH]1 | 3% | 4.2% | -3% | 3% | 5%
CCc1ccccc1NC(=S)NN | ? | . | . | ? | -2%
O=C(c1cc(-c2ccc(Cl)c(Cl)c2)on1)N1CCN(c2ccccc2)CC1 | 5% | 2.2% | 4% | -7% | 5%
N/C(=N\OC(=O)c1ccc(F)cc1)c1ccccc1 | 42% | 1.2% | -6% | -6% | 5%
COc1cccc(NC(=O)CNc2cc(S(=O)(=O)N3CCOCC3)ccc2N2CCCC2)c1 | 21% | 7.5% | -3% | 8% | .
COc1cccc(NC(C(=O)Nc2cccc(C(C)=O)c2)c2ccccc2)c1 (configuration not stated) | 16% | i | 13% | -1% | -5%
O=C(Nc1ccccc1F)c1ccccc1-c1ccc(C(F)(F)F)cc1 | -10% | i | -6% | 4% | -10%
O=C(/C=C/c1cccnc1)c1ccccc1O | 19% | i | 3% | 4% | 12%
CCn1nnnc1-c1ccc(OC)c(S(=O)(=O)NCc2ccccc2)c1 | -3% | i | -1% | 0% | -5%
COc1ccc(NC(=S)NCC(c2ccco2)N2CCCC2)cc1 (configuration not stated) | 2% | 0.8% | -15% | -5% | 6%
Cc1ccc(CNC(=O)C2(C)Oc3ccccc3NC2=O)cc1 (configuration not stated) | -3% | i | -7% | -6% | 12%
COc1ccc(-c2csc(Nc3ccc(S(N)(=O)=O)cc3)n2)cc1 | 63% | i | 4% | 7% | 5%
COc1cccc(CN(C)C(=O)CCNC(=O)c2ccco2)c1 | -26% | 1.5% | -9% | 5% | .
Cc1cc(C)nc(NC(=O)c2ccc([N+](=O)[O-])c(C)c2)n1 | -6% | i | -4% | -6% | 1%
Other compounds follow:
SMILES | tuberculosis growth | VEEV TC-83 Vero | influenza NS1A | H37Rv inhibition | Salmonella PhoP GFP | others
Cc1cc(OC(C)C(=O)NC(Cc2c[nH]c3ccc(O)cc23)C(=O)O)c2c(C)c(C)c(=O)oc2c1 (configuration not stated) | -7% | 0.6% | 2% | -16% | -11%
C/C(=N/OC(=O)c1ccccc1)c1oc(C)nc1C | 24% | 0.7% | 3% | 0% | 14%
COC(=O)NNC(=O)c1ccccc1C | 2% | 3.1% | 4% | 3% | 7%
Cc1cc([N+](=O)[O-])ccc1NS(=O)(=O)c1ccccc1 | . | 7.5% | -21% | . | .
Cc1nc(Cl)sc1C(=O)Nc1ccc(Cl)cc1 | 36% | 0.4% | -2% | -2% | -11%
CCO/C(C)=N/n1c2nc3ccccc3nc2c2c(=O)n(Cc3ccccc3Cl)c(C)nc21 | 69% | 7.2% | 10% | 70% | -2%
COc1cc(Cl)c(C)cc1NC(=O)CCCn1c(=O)oc2ccccc21 | 18% | 1.3% | 11% | 16% | 3%
CC1CCCN(C(=O)/C(=C/c2ccco2)NC(=O)c2ccccc2)C1 (configuration not stated) | -1% | 0.9% | -7% | -5% | 9%
COc1ccc(S(=O)(=O)N2CC(C)N(S(=O)(=O)c3ccc(OC)cc3)CC2C)cc1 (configuration not stated) | -8% | . | . | -2% | 1%
CC(C)Cc1ccc(C(C)C(=O)N2CCOCC2)cc1 (configuration not stated) | 1% | i | 2% | -6% | -2%
O=C(NC1CCCCCCC1)c1cc(-c2ccccn2)nc2ccccc12 | 12% | i | 6% | 6% | -6%
Cc1ccc(-c2nn(CC(=O)N(C)C)c(=O)c3ccccc23)cc1S(=O)(=O)N(C)C | 6% | i | 6% | 0% | -2%
COc1ccc(/C=C(/NC(=O)c2ccc(C)cc2)C(=O)NCC2CCCO2)cc1 (configuration not stated) | 7% | 0.8% | 9% | 1% | 4%
CCCC(/C=C/c1ccc(OC(C)=O)cc1)=C1/c2ccccc2C(=O)N1c1ccccc1 | ? | i | -6% | 8.1µM* | .
CN(CC(=O)Nc1nc2ccccc2s1)S(=O)(=O)c1ccc(Cl)cc1 | 30% | i | -4% | 19% | 4%
CCCn1c(N)c(C(=O)CSc2nnc(-c3c[nH]c4ccccc34)n2C2CC2)c(=O)[nH]c1=O | 12% | 1.1% | -23% | 3% | .
CC1CCC(NC(=O)COc2ccc(C(=O)c3ccccc3)cc2)CC1 (configuration not stated) | 35% | i | 4% | -1% | -1%
COc1ccccc1CC1(C)NC(=O)N(CC(=O)N2CC(C)OC(C)C2)C1=O (configuration not stated) | 2% | 1.6% | -10% | 3% | 1%
Cc1ccccc1N1C(=O)[C@@H]2Cc3ccccc3CN2C1=O | 1% | 0.6% | -1% | 2% | 10% | VEEV TC-83 Vero 10K pilot screen=0.9
Cc1cccc2nc(CSc3nc4ccc([N+](=O)[O-])cc4[nH]3)cn12 | ? | 2.5% | 22% | -4% | -3%
CCc1cc(=O)oc2cc(OCC(=O)N3CCC[C@H]3C(=O)O)ccc12 | 4% | 0.7% | 6% | -10% | 18%
Cc1ccc(NCc2ccncc2)c(Br)c1 | -6% | i | 1% | -11% | 5%
COCc1cc(=O)n2[nH]c(C(C)(C)C)cc2n1 | -6% | 2.2% | 1% | -1% | -1%
C=CCOc1c(Br)cc(C2NC(=O)NC(C)=C2C(C)=O)cc1OCC (configuration not stated) | 8% | 0.9% | -1% | 2% | 6%
C=CCOC(=O)C1=C[C@@H](c2coc3ccccc3c2=O)C[C@@H](OCc2ccc(CO)cc2)O1 | 17% | 1.1% | -3% | -3% | -10%
O=C(Nc1ccc(Cl)cc1Cl)c1csc(-c2cccnc2)n1 | 9% | i | -16% | 4% | 3%
N#Cc1ccccc1NC(=O)CN1CC=C(c2ccccc2)CC1 | -9% | 0.5% | 5% | 2% | 5%
Cc1ccc(/C=N/Nc2nc(C)cc(C)n2)cc1 | 24% | 1.9% | -1% | -5% | 11%

3 compounds already listed, sorted by molar mass, smallest number first.
SMILES | tuberculosis growth | VEEV TC-83 Vero | influenza NS1A | H37Rv inhibition | Salmonella PhoP GFP | others
CC(C)Cc1ccc(C(C)C(=O)N2CCOCC2)cc1 (configuration not stated) | 1% | i | 2% | -6% | -2%
Cc1nc(Cl)sc1C(=O)Nc1ccc(Cl)cc1 | 36% | 0.4% | -2% | -2% | -11%
Cc1cc([N+](=O)[O-])ccc1NS(=O)(=O)c1ccccc1 | . | 7.5% | -21% | . | .

Bioassay records: PubChem BioAssay, Southern Research Specialized Biocontainment Screening Center
